LDHA block = qHTS assay for inhibitors of human lactate dehydrogenase | purified LDHA, NADH/diaphorase-resazurin fluorescence; hits give low values | activity change, % (values are at about 110 or 230 µM) | L-lactate dehydrogenase A chain (Homo sapiens), P00338 | 480,000 tested, 0.15% active; in the data active means activity change below about -30%; inconclusive means mostly about -25% to -30%;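 further: plate controls were DMSO wells for no effect and wells without enzyme for full effect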
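Enzyme activity of human lactate dehydrogenase 5 (2 nM; 0.06 mM NADH, 0.2 mM pyruvate, 5 min, RT) is measured via a resazurin/diaphorase fluorescence readout of residual NADH.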
12-LOX inh = Primary qHTS assay for inhibitors of human arachidonate 12S-lipoxygenase (ALOX12): Round 2. Polyunsaturated fatty acid lipoxygenase ALOX12 (Homo sapiens), P18054. purified 12hLO, xylenol orange hydroperoxide absorbance. Potency, µM (series often up to 108 µM), inactives show top-dose activity change, negative = inhibition, usual class: inhibitors. 580,000 tested, 1.1% active. AID 1671190, 2021; further: potency means the concentration at half of the fitted maximal effect; on the % scale 0 is the no-effect control and ±100 the full control effect
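Hydroperoxide product was detected by ferrous iron/xylenol orange as the 573 to 405 nm absorbance ratio. Arachidonic acid at 40 uM (final) was turned over for 30 min at room temperature by 150 nM human 12hLO, pH 7.0 Hepes buffer, after 15 min compound preincubation.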
GRP78 ERSR act = qHTS for Inducers of the Endoplasmic Reticulum Stress Response (ERSR) in Human Glioma: qHTS; U87-MG GRP78 promoter luciferase reporter, 16 h; Potency, µM, inactives show at the highest dose activation, actives largely listed as activators; 420,000 tested, 0.02% active; further: potency means the concentration at half of the fitted maximal effect; series mostly up to about 76 µM; % of control where 0% means no effect; nearly all actives have a fitted effect of over 35% in size
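ERSR induction read as luciferase luminescence (Bright-Glo, 10 min at room temperature) in stably transfected human U87-MG glioma cells exposed to compounds for 16 h, using GRP78 as sensor.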
D2 ag = HTS Assay for Allosteric Agonists of the Human D2 Dopamine Receptor: Primary Screen for Agonists; 340,000 tested, 0.53% active; HEK293 T-REx D2 cells, calcium flux agonist mode; activation, % at 2 µM; D(2) dopamine receptor (Homo sapiens), P14416; AID 485358, 2010;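 active means activation over 3 SD above normal in the single-dose calcium agonist read, cut at about 30% in these data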; further: 0% is about no effect
Target sequence (P14416 whole entry, looked up): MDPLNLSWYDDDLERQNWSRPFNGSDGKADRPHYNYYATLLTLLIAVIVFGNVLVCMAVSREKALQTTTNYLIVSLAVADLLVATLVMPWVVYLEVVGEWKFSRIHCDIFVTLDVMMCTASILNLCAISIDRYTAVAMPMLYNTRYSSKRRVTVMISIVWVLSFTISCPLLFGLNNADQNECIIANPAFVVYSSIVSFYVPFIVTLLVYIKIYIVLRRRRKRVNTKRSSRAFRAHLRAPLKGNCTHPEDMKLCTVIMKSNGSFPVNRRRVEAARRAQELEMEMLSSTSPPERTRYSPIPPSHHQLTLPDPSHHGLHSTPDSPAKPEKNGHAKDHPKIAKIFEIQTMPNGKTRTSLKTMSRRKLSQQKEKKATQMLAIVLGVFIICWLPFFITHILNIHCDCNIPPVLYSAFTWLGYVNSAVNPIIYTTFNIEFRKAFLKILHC
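Tetracycline-induced HEK293 Trex cells with D2 receptor force-coupled to calcium signaling, plated overnight at 30 C and loaded with no-wash calcium dye. Calcium flux read kinetically for 180 s after compound addition; responses flag agonists.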
ERG Ets-DNA blk = qHTS for Small Molecule Inhibitors of the ERG Ets/DNA interaction; Transcriptional regulator ERG (Homo sapiens), P11308; fluorescence polarization, His-ERG Ets domain / labelled DNA; Potency, µM (series often up to 76.9 µM), without a hit: at the highest dose FP activity, negative = inhibition, usual class: inhibitors; 370,000 tested, 0.028% active; AID 624246, 2012; active means well fitted inhibition curve with a large enough effect in the polarisation, with a control signal flat; inconclusive means small, poorly fitted or top-dose-only effect, or effect the other way, or a change in a side signal; inactive means no such curve, though single readings can be large or run the other way; the % refers to the polarisation;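 further: polarization taken with two DNA probes labelled with fluorescein and Texas red; potency means the concentration at half of the fitted maximal effect; % of control where 0% means no effect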
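His-tagged ERG Ets domain (1 uM in the protein solution; 300mM KCl, 50mM Tris-HCl, 1mM EDTA, 1mM DTT, pH 7.5) received compound, then a probe mix of 5 nM fluorescein-DNA and 100nM Texas-615-DNA. Fluorescence polarization was read for both dyes.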
Vif-APOBEC3F blk = qHTS for Inhibitors of Vif-A3F Interactions: qHTS | HeLa A3F-eYFP + Vif (tagged APOBEC3F with the HIV-1 protein that degrades it), YFP fluorescence increase | Potency, µM (highest dose often 46.1 µM), for the others: at the top dose activity, negative = active | 390,000 tested, 0.2% active | AID 602313, 2012; further: potency means the concentration at half of the fitted maximal effect; % of control where 0% means no effect; nearly all actives have a fitted effect of over 65% in size
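HeLa cells stably expressing A3F-eYFP plus Vif, plated and incubated overnight at 37 deg C, then exposed to compounds overnight at 37 deg C. Blocked degradation read as raised yellow fluorescence (Ex 488/Em 500-530).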
D2 antagonist = HTS Assay for Allosteric Antagonists of the Human D2 Dopamine Receptor: Primary Screen for Antagonists | D(2) dopamine receptor (Homo sapiens), P14416 | AID 485344, 2010 | 340,000 tested, 2% active | inhibition, % at 10 µM | HEK293 TREx D2 cells, calcium flux, dopamine EC80; in the data active means inhibition above about 30%; further: 0% is about no effect
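Read-out: kinetic calcium fluorescence (1 cycle/s) in inducible HEK293 T-REx D2 cells after an EC80 dopamine addition that followed 180 s compound preincubation. Loss of the dopamine response indicates antagonism.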
Vif-A3G inh = qHTS for Inhibitors of Vif-A3G Interactions: qHTS | HeLa A3G-eYFP + Vif (tagged APOBEC3G with the HIV-1 protein that degrades it), YFP fluorescence, overnight | Potency, µM (highest dose often 46.1 µM), for the others: top-dose activity, negative = active, usual class: inhibitors | 410,000 tested, 0.076% active | AID 602310, 2012;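 further: potency means the concentration at half of the fitted maximal effect; on the % scale 0 is the no-effect control and ±100 the full control effect; nearly all actives have a fitted effect of over 60% in size; hits raise eYFP signal because A3G escapes Vif-driven loss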
Target sequence (Q9HC16 whole entry, looked up): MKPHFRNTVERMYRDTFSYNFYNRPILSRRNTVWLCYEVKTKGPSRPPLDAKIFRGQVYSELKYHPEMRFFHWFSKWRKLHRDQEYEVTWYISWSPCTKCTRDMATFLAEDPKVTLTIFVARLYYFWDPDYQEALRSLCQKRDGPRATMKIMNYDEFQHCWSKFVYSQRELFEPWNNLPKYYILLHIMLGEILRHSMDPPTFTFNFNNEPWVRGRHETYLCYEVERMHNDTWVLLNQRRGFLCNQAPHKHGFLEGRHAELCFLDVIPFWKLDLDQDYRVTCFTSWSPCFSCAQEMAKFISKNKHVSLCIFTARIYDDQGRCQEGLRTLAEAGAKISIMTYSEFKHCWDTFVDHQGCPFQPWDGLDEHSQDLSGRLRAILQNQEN
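HeLa cells stably expressing Vif and C-terminally eYFP-tagged A3G, seeded overnight at 37 deg C, then exposed to compound by pintool overnight at 37 deg C. Rise in yellow fluorescence (Ex 488/Em 500-530, Acumen) marks blocked Vif-driven A3G degradation.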
RGS4 inhibitor = Inhibitors of Regulator of G Protein Signaling (RGS) 4: qHTS; Transcreener GDP fluorescence polarization, RGS4-accelerated GTP hydrolysis; Potency, µM (top dose mostly 114 µM), for inactives: top-dose activity change, negative = inhibition, hits mostly inhibitors; 390,000 tested, 0.039% active; further: potency means the concentration at half of the fitted maximal effect; on the % scale 0 is the no-effect control and ±100 the full control effect; nearly all actives have a fitted effect of over 75% in size; some results filed as inactive show a strong effect at the top dose
Target sequence (P49798 whole entry, looked up): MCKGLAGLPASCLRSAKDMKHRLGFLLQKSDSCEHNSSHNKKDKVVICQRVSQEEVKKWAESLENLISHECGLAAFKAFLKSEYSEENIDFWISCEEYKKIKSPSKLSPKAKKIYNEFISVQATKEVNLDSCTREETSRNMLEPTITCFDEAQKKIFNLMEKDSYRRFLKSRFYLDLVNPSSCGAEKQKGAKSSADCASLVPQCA
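MLSMR compounds (23 nl, pin-transferred) preincubated 10 min at room temperature with a 500nM (2x) first reagent, then RGS4 at 900nM (2x) plus Transcreener GDP mix added; fluorescence polarization (620/688 nm) read before and after 90 min at 30 °C.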
* marks the source's active call; other numbers are inactive results; i = inactive; u = inconclusive; x = no result given; & = joins results of further samples; [ ] = another dose, or the depositor's remark. Unless noted, the call rests on the fitted dose curve; in most records, active means well fitted curve in the direction sought with a large enough effect; inconclusive means small, poorly fitted or top-dose-only effect, or another doubt; inactive means no such curve, though single readings can be large; an effect the other way counts as inactive or inconclusive. An excerpt; rates above refer to the full screens.

1: CC(=O)Nc1ccc(S(=O)(=O)N2CCC(Oc3ccc(-n4cnnn4)cc3)CC2)cc1
2: Cc1ccccc1-c1cc(C(=O)Nc2sc(C(=O)OC(C)C)c(C)c2C#N)c2ccccc2n1
3: COc1ccccc1CCN=C(N)NS(=O)(=O)c1ccc(F)cc1
4: Cc1c(N2CCCC2)cc2c(c1N)C(C)(C)CC2(C)C
5: CCC(C)n1c(-c2cccs2)nc2nc3ccccc3nc21 (configuration not stated)
6: C/C(=N\NC(N)=S)c1ccc2c(c1)OCCO2
7: CSCCC(C(=O)N1CC2(C)CC1CC(C)(C)C2)N1C(=O)c2ccccc2C1=O (configuration not stated)
8: Cc1ccc(O)c(C2=Nc3ccccc3C2(C)C)c1
Assay by compound	1	2	3	4	5	6	7	8
GRP78 ERSR act	3%&-3%	-6%	-1%	-11%	2%	-2%	-3%	6%
D2 antagonist	15	19	-18	x	22	-25	1	3
RGS4 inhibitor	-31%&-22%	u	10%	-37%	42%	-15%	15%	13%
ERG Ets-DNA blk	3%&-9%	2%	2%	9%	-3%	-3%	-3%	-5%
LDHA block	-9&0	-1	-10	19	-4	-5	0	-11
Vif-APOBEC3F blk	-11%&-9%	2%	2%	-14%	-9%	u	-14%	-8%
12-LOX inh	4%&0%	0%	8%	0%	0%	u	-32%	16%
Vif-A3G inh	-7%&-2%	-4%	0%	-2%	-13%	-15%	-3%	2%
D2 ag	1.1&0.3	-1.0	-0.8	x	0.7	-1.2	-0.6	2.7

9: Cc1c(NC(=O)Nc2ccc(Cl)c(Cl)c2)sc(=S)n1C
10: COc1ccc(NC(=S)NC(=O)c2csnn2)cc1
11: COCCNC(=O)CSc1c2c(nc3ccc(Cl)cc13)CCCC2
12: Cc1ccc(C(=O)Nc2ccccc2N2CCCCC2)cc1
13: COC(=O)CSc1nc2c(c(-c3ccc(O)cc3)c1C#N)CCCC2
14: COc1ccccc1CNC(=O)c1cc(Sc2cccc(Cl)c2)nc2ccccc12
15: COc1ccc(C2=CC(=O)CC(C)(C)C2)cc1
16: C/C(=N\NC(=O)c1ccncc1)c1cccnc1
Assay by compound	9	10	11	12	13	14	15	16
GRP78 ERSR act	-2%	2%	-11%	2%	-4%	-4%	-1%	u
D2 antagonist	x	2	-3	11	1	x	-2	2
RGS4 inhibitor	u	u	-6%	-11%	25%	-23%	1%	6%
ERG Ets-DNA blk	-14%	-17%	7%	-8%	0%	-3%	-6%	1%
LDHA block	-3	0	0	-11	-3	7	-4	-10
Vif-APOBEC3F blk	2%	-27%	0%	7%	0%	-6%	6%	-6%
12-LOX inh	u	u	5%	8%	-12%	-17%	-2%	5%
Vif-A3G inh	0%	2%	u	0%	-11%	9%	0%	1%
D2 ag	x	0.3	0.9	0.3	-0.7	-0.3	0.9	0.3

Three entries from above, with two lines to a compound.
Order of values – GRP78 ERSR act	D2 antagonist	RGS4 inhibitor	ERG Ets-DNA blk	LDHA block	Vif-APOBEC3F blk	12-LOX inh	Vif-A3G inh	D2 ag
[12] Cc1ccc(C(=O)Nc2ccccc2N2CCCCC2)cc1
    2%	11	-11%	-8%	-11	7%	8%	0%	0.3
[13] COC(=O)CSc1nc2c(c(-c3ccc(O)cc3)c1C#N)CCCC2
    -4%	1	25%	0%	-3	0%	-12%	-11%	-0.7
[14] COc1ccccc1CNC(=O)c1cc(Sc2cccc(Cl)c2)nc2ccccc12
    -4%	x	-23%	-3%	7	-6%	-17%	9%	-0.3

New compounds follow.
17: COc1cccc(CNC(=O)CCCn2nc(C)c3c(C)n(-c4ccccc4)nc3c2=O)c1
18: Cc1ccc(C)c(N(C(=O)Cn2nnc(-c3cccs3)n2)C(C(=O)NC2CCCC2)c2ccncc2)c1 (configuration not stated)
19: COCCn1c(-c2ccc(-c3ccccc3Cl)o2)nc2c1c(=O)[nH]c(=O)n2CC(C)C
20: O=C(N/N=C/c1ccc(C(=O)O)cc1)C(=O)N1CCCCCC1
21: CCCc1cc(=O)oc2cc(C)cc(OCC(=O)N3CCC(C(N)=O)CC3)c12
22: O=c1[nH]c(SCc2nc3ccccc3c(=O)n2-c2ccccc2C(F)(F)F)nc2ccccc12
23: COc1ccc2c(c1)c1c(c(=O)n(Cc3ccccc3)c(=O)n1Cc1cccc(Cl)c1)n2C
24: CS(=O)(=O)N1CCc2cc(S(=O)(=O)NCCNS(=O)(=O)c3ccc4c(c3)CCN4S(C)(=O)=O)ccc21
Assay by compound	17	18	19	20	21	22	23	24
GRP78 ERSR act	1%	-4%	-3%	-1%	-2%	-2%	0%	-2%
D2 antagonist	2	x	-3	-4	-6	7	x	-16
RGS4 inhibitor	-22%	-18%	-30%	3%	-10%	13%	-5%	-1%
ERG Ets-DNA blk	-4%	-2%	1%	-7%	-3%	7%	1%	-5%
LDHA block	0	-13	2	-1	-2	0	2	-3
Vif-APOBEC3F blk	-6%	-8%	u	2%	2%	-3%	-21%	3%
12-LOX inh	-1%	-6%	2%	i	8%	-16%	0%	17%
Vif-A3G inh	-3%	-1%	-9%	1%	2%	-5%	-7%	0%
D2 ag	0.3	x	-0.4	0.1	0.7	1.6	0.3	1.3

25: CC(=O)c1sccc1NC(=O)c1ccccc1C(=O)O
26: COc1cccc(Nc2nc(C(N)c3ccccc3)cs2)n1 (configuration not stated)
27: CCc1c(C)sc2c1CCN(C(=O)Nc1cc(C)ccc1OC)C2c1ccc(F)cc1 (configuration not stated)
28: O=C(CSc1ccc2nnc(-c3ccccn3)n2n1)NCC1CCCO1 (configuration not stated)
29: O=C(NS(=O)(=O)Oc1ccccc1F)OC[C@@H]1CCCN2CCCCC12 (some centres not stated)
30: COc1ccc(/C=N/NC(=O)c2cccc(Br)c2)cc1CSc1ccccn1
31: c1ccc(-c2cc(-c3nc4ccccc4[nH]3)c3ccccc3n2)cc1
32: Cc1cccc(C(=O)NCCC(=O)Nc2ccc(F)c([N+](=O)[O-])c2)c1
Assay by compound	25	26	27	28	29	30	31	32
GRP78 ERSR act	1%	-2%	-1%	-2%	1%	-3%	-3%	-5%
D2 antagonist	-5	x	x	-5	4	-6	-21	-9
RGS4 inhibitor	9%	x	-9%	0%	17%	-40%	7%	33%
ERG Ets-DNA blk	11%	x	8%	1%	8%	x	1%	-4%
LDHA block	-2	-3	3	-1	-6	-6	0	-8
Vif-APOBEC3F blk	2%	x	3%	-1%	3%	0%	-1%	4%
12-LOX inh	-12%	u	-28%	-7%	4%	24%	-11%	-9%
Vif-A3G inh	-2%	-1%	-4%	2%	-2%	u	0%	0%
D2 ag	0.0	x	-3.7	-1.0	-0.5	0.5	-1.2	0.3

33: COc1ccc(CNC(=O)C/C(C)=N/NC(=O)Cc2ccc(OC)cc2)cc1
34: Cc1cc(-c2ccc(C)c(S(=O)(=O)NCc3ccc(Cl)cc3)c2)on1
35: COc1ccc(NC(=O)Nc2cccc(-c3cn4cccnc4n3)c2)cc1
36: CSCCCNC(=S)N1CCc2ccccc2C1
37: COc1ccc(-n2nnnc2C(c2ccccc2OC(F)(F)F)N2CCN(C/C=C/c3ccccc3)CC2)cc1 (configuration not stated)
38: Cc1ccc(NC(=O)C2CCCC2)cc1S(=O)(=O)N1CCOCC1
39: CCC1OC2(C)OC(=N)C1(C#N)C(C#N)(C#N)C2c1ccccc1 (configuration not stated)
40: Cc1cc(C)cc(OCCNC(=O)c2cc(S(=O)(=O)N3CCOCC3)ccc2F)c1
Assay by compound	33	34	35	36	37	38	39	40
GRP78 ERSR act	-1%	-1%	-2%	-1%	-4%	3%	-4%	-3%
D2 antagonist	0	x	x	2	x	-3	7	-7
RGS4 inhibitor	-38%	0%	-3%	-28%	x	15%	-21%	7%
ERG Ets-DNA blk	-18%	1%	-1%	4%	x	-3%	u	7%
LDHA block	-5	0	-1	-2	1	-3	0	-1
Vif-APOBEC3F blk	3%	4%	0%	-2%	x	-5%	u	u
12-LOX inh	12%	-30%	-11%	-11%	0%	0%	u	8%
Vif-A3G inh	2%	-2%	-2%	0%	-3%	1%	0%	u
D2 ag	-0.5	0.3	0.1	0.0	x	-1.5	2.9	0.3

41: COc1cc(OC)cc(-c2c(C#Cc3ccsc3)c3cc(-c4ccc5c(c4)OCCO5)ccc3n2C)c1
42: Cn1ccnc1C(=O)c1cc(SCC(=O)N2CCOCC2)nc2ccccc12
43: O=C(CCN1C(=O)/C(=C/c2ccc(Cl)cc2)SC1=S)Nc1cccnc1
44: CCOc1c(Br)cc(C2C=C(C(=O)O)Nc3ncnn32)cc1OC (configuration not stated)
Assay by compound	41	42	43	44
GRP78 ERSR act	-3%	-3%	-9%	1%
D2 antagonist	3	15	6	x
RGS4 inhibitor	2%	6%	-41%	-23%
ERG Ets-DNA blk	6%	-2%	29%	-9%
LDHA block	3	-4	-7	8&-1
Vif-APOBEC3F blk	-12%	2%	14%	-6%
12-LOX inh	-18%	43%[activator]	-22%	-9%&-14%
Vif-A3G inh	-2%	-4%	0%	-3%
D2 ag	-0.1	-0.4	0.0	0.9
